# OXTR ag – human OXTR agonists, primary screen, fluorescence, CHO-OTR cells, Fluo-8 calcium; Oxytocin receptor (Homo sapiens), P30559; Fluo-8 calcium fluorescence; normalized: DMSO 0%, oxytocin 100%; activation, % at 3 µM; 0.32% of 320,000 active; AID 2435, 2010;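 active means activation above the mean of all tested compounds plus 3 SD, cutoff set per screening run, cut at about 20% in these data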;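 further: peak over basal fluorescence ratio from a 100 s FLIPR kinetic read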
# Target sequence (P30559 whole entry, looked up): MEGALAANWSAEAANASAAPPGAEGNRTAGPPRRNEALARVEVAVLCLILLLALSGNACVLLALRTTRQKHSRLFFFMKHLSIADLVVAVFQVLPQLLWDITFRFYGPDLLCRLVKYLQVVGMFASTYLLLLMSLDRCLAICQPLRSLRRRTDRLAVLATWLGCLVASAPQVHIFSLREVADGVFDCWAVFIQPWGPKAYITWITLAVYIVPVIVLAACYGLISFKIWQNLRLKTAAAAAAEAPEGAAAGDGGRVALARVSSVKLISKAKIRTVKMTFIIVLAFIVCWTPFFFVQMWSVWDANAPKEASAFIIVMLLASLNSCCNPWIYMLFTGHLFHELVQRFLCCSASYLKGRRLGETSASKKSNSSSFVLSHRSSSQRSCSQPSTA
# V1aR counter – agonists of human V1a receptor, primary screen, counter-screen for OXTR agonist project, fluorescence, CHO-V1R cells | AID 2797, 2010 | Vasopressin V1a receptor (Homo sapiens), P37288 | Fluo-8 calcium fluorescence, agonist mode; 0% DMSO, 100% 3 nM vasopressin | activation, % at 3 µM | 0.25% of 320,000 active;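 active means activation above the mean activation of all tested compounds plus 3 SD, per screening run, cut at about 20% in these data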;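 further: signal is peak over basal fluorescence ratio across a 100 second FLIPR read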
# Target sequence (P37288 whole entry, looked up): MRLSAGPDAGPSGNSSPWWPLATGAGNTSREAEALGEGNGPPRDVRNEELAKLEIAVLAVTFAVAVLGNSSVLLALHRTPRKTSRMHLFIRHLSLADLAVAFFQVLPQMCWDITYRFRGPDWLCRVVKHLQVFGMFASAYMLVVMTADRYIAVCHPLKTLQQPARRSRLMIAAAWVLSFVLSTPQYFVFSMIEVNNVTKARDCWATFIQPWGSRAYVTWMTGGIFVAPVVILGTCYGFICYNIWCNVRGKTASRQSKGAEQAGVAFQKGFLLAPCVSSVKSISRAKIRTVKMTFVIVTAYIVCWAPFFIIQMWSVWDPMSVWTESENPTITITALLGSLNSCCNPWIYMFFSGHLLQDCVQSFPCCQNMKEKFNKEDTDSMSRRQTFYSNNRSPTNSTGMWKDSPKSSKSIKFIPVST
# CHO-K1 Ca PAM – nonselective calcium activators in parental CHO-K1 cells, primary screen, counter-screen for M1 PAM project, cell-based, Fluo-8 calcium fluorescence, full deck, 1536-well. ATP EC20; 0% at ATP EC20, 100% at ATP max. AID 602247, 2012. activation, % at 3 µM. 0.02% of 360,000 active;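 active means activation above the run cutoff, the mean activation of all test compounds plus 3 SD, cut at about 40% in these data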;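 further: peak over basal fluorescence ratio in a 140 s read after ATP addition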
# M1 ag parental – counter-screen for M1 agonists: effect in parental CHO-K1 cells; 0.48% of 360,000 active; activation, % at 3 µM; Fluo-8 calcium fluorescence; scaled to maximal ATP response, vehicle zero; in the data active means activation above about 15%;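 further: untransfected CHO-K1 host cells lacking M1 receptor as counterscreen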
# CHO-K1 Ca antag – counter-screen for M1 antagonists: effect in parental CHO-K1 cells | ATP-induced calcium, Fluo-8 fluorescence | inhibition, % at 3 µM | 0.6% of 360,000 active | AID 602250;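 active means inhibition above a per-plate cutoff, the plate's mean sample inhibition plus 3 SD, cut at about 24% in these data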;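 further: 0% = DMSO plus EC80 ATP and 100% = DMSO alone without ATP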
# OXTR potentiator – human OXTR potentiators, primary screen, fluorescence, CHO-OTR cells, Fluo-8 calcium; Oxytocin receptor (Homo sapiens), P30559; Fluo-8 calcium fluorescence, potentiator mode; 0% = oxytocin EC15, 100% = EC100; activation, % at 3 µM; 0.061% of 320,000 active; AID 2445, 2010;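 active means activation above that plate's cutoff, the mean activation of tested compounds plus 3 SD, cut at about 6.6% in these data, passing the limit was not always enough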;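 further: 100% uses oxytocin at 75 nM as the full agonist control; some results filed as inactive read as strong as hits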
#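 Assay system: CHO cell line stably expressing human OTR. Reagent: EC15 oxytocin agonist. Dosing: single dose, 3.0 µM nominal final compound concentration. Timing: compound 6 min at room temperature before oxytocin, 100 s read. Signal: kinetic Fluo-8 calcium fluorescence. Controls: oxytocin EC15 low and EC100 high.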
# TAAR1 antag – human TAAR1 antagonists, primary screen, Fluo-8 calcium fluorescence, CHO RD-HGA16 cells; Trace amine-associated receptor 1 (Homo sapiens), Q96RJ0; antagonist; inhibition, % at 3 µM; 1.5% of 360,000 active;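 active means inhibition above a per-plate cutoff, the mean inhibition of test compounds on that plate plus 3 SD, cut at about 49% in these data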;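 further: 0% = DMSO plus EC80 beta-PEA response and 100% = DMSO alone without agonist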
#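 System: RD-HGA16 CHO cells with stable hTAAR1 and Gα16 | Probe or stimulus: EC80 β-phenethylamine stimulus | Dosing: 3 µM, single point | Times: Dye loading 75 min at 37 °C, then 30 min room temperature | Measured by: Fluo-8 calcium-sensitive fluorescence | Read-out basis: % inhibition of agonist calcium response | Replicates: n of 1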
# CHO parental Ca – ATP-evoked calcium signal inhibitors, parental CHO, primary screen, counter-screen for OX1R antagonist project, cell-based, fluorescence, Fluo-8 calcium dye. AID 463079, 2010. inhibition, % at 5.6 µM. 0.63% of 330,000 active. parental CHO-K1, ATP-induced calcium, Fluo-8 fluorescence;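 active means inhibition above that plate's mean sample inhibition plus 3 SD, cut at about 26% in these data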;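 further: 0% = ATP-challenged DMSO wells and 100% = DMSO wells without ATP; some compounds past the cut are filed as inactive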
#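 Material – parental CHO cells · Reagent – ATP stimulus · Compound – single nominal dose of 5.6 µM per compound · Detection – Fluo-8 fluorescence · Read-out basis – percent inhibition of calcium signal · Controls – ATP-challenged DMSO wells low, unchallenged DMSO wells high · Repeats – no replicates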
# GPR7 antagonist – GPR7 receptor antagonists, primary screen, cell-based, fluorescence, single concentration. inhibition, % at 4.4 µM. GPR7-expressing cells, fluorescence antagonist assay. 1.1% of 290,000 active; in the data active means inhibition above about 16%, passing the limit was not always enough;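 further: cells stimulated with the agonist NPW; 0% = agonist with vehicle and 100% = vehicle without agonist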
# * marks the source's active call; other numbers are inactive results; x = not tested or not shown. No enrichment for hits; 3.5% or so of the library scored in one or more.
SMILES,OXTR ag,V1aR counter,CHO-K1 Ca PAM,M1 ag parental,CHO-K1 Ca antag,OXTR potentiator,TAAR1 antag,CHO parental Ca,GPR7 antagonist
O=C(Nc1ccc(Cl)c(Cl)c1)Nc1ccccc1NS(=O)(=O)c1cccs1,13,13,-3,7.0,15,-14,18,35*,-7
CN(C(=O)CSc1nc2c(c(=O)[nH]1)CCC2)c1ccccc1,0.1,0.4,8,0.7,-7,-8,10,-9,-5
CCC(c1nnnn1C(C)(C)C)N1CCN(C(=O)c2ccco2)CC1 (stereo unspecified),0.7,-0.1,3,0.0,-6,1,-13,4,-6
Nc1ncnc2c1ncn2[C@H]1CC[C@@H](CO)O1,1.2,0.5,2,-0.2,-19,1,-17,-8,x
C/C(CC(=O)Nc1cccc(Cl)c1C)=N\NC(=O)C(=O)NCC(C)C,-2.2,-1.9,16,-0.8,-12,0,-7,-13,12
CCOC(=O)N1CCN(CC(O)COc2ccccc2C(C)C)CC1 (stereo unspecified),0.0,0.5,-1,-0.1,5,-7,8,-27,-9
COC(=O)c1cc(S(=O)(=O)N(C)C2CCCCC2)oc1C,-2.6,-1.1,-6,0.5,-1,-8,-32,-24,-23
CC1CCN(CCNC(=O)C2CCN(S(=O)(=O)c3cccc4nsnc34)CC2)CC1,-0.5,-0.2,9,0.2,-7,-7,-7,-15,9
Cc1cc(F)ccc1NC(=O)C(C)n1c2ccccc2c2nc(=O)cc(C)n21 (stereo unspecified),-0.7,1.0,10,0.2,-19,-1,-22,-20,-9
CCOC(=O)c1c(C)nc2ccccc2c1-c1ccccc1,-2.4,-1.0,-13,-0.1,21,7,12,-7,-14
Cn1c(=O)c2c(ncn2CC(=O)N2CCN(S(=O)(=O)c3ccc(F)cc3)CC2)n(C)c1=O,1.9,1.4,13,0.8,-12,7,-1,-13,x
COc1ccc2c(c1)Cc1sc(NC(=O)c3ccco3)nc1-2,-2.5,-0.1,11,1.2,-9,-18,-14,-18,15
CN/C=C1\C(=O)C(C)(C)Oc2ccc3ccc(=O)oc3c21,-1.6,-1.1,-3,1.2,-5,-13,20,2,-18
Cc1cc(OCc2cccc(S(=O)(=O)N3CCOCC3)c2)ccc1Cl,8.7,5.0,-21,0.0,6,-11,29,4,x
O=C(C1CCCCN1S(=O)(=O)c1ccccc1[N+](=O)[O-])N1CCCC1 (stereo unspecified),-0.1,0.7,-3,-0.2,-4,-7,12,-10,2
O=C(c1cn(-c2ccccc2)nc1-c1cccnc1)N1CCN(S(=O)(=O)c2cccc(F)c2)CC1,-0.1,0.5,16,1.7,17,3,-13,-20,x
CCCCc1c(Cc2cccc(F)c2)ncn1CCc1ccccc1OC,x,x,12,6.0,-19,x,32,x,x
Cc1nnc(NC(=O)CSc2ccc3nnc(-c4ccccn4)n3n2)s1,-0.2,-0.6,26,0.9,-11,-14,3,2,-5
CCN(CC)C(=O)CSc1nc(N)c(-c2ccccc2)c(=O)[nH]1,0.8,1.0,15,-0.1,-6,2,9,3,-8
CC1CCCN(c2nc3c(c(=O)[nH]c(=O)n3C)n2Cc2ccccc2Cl)C1 (stereo unspecified),-1.7,-1.9,-3,-0.2,-2,-5,-36,-11,2
O=C(CCc1ccccc1)Nc1nc2nc(-c3ccccc3)cc(=O)n2[nH]1,0.0,0.0,10,-0.1,-2,-5,11,30,-11
Cc1cc(C)c2c(N)c(C(=O)N/N=C/c3ccccc3)sc2n1,-0.7,0.0,6,0.9,1,-9,-10,-18,-3
COC(=O)c1ccc(C23CC4(C2)[C@H](CN(CC2CCCCC2)[C@@H]4c2ccccc2)C3c2ccccc2)cc1 (stereo partly specified),-1.0,0.3,16,1.1,-13,-8,1,-23,x
O=c1[nH][nH]c2c1[C@H](c1ccc(Cl)cc1)O[C@H](C1CC1)C2,x,x,0,0.1,-1,x,-28,x,x
O=S(=O)(O)c1cnccc1Nc1cccc(C(F)(F)F)c1,0.1,0.8,19,1.0,-6,-3,-11,-1,x

# Remaining list, next part:
SMILES,OXTR ag,V1aR counter,CHO-K1 Ca PAM,M1 ag parental,CHO-K1 Ca antag,OXTR potentiator,TAAR1 antag,CHO parental Ca,GPR7 antagonist
O=S(=O)(c1ccc(N2CCN(CCO)CC2)nc1)N1CCCCC1,0.2,1.3,21,0.5,-12,-7,3,-4,-5
O=C(NCC1CCOCC1)C1CCC(=O)N(Cc2cccc(C(F)(F)F)c2)C1 (stereo unspecified),0.7,2.7,-4,0.2,-4,-2,-18,-6,-14
CN(C)c1ccc(CNS(=O)(=O)c2ccc3c(c2)NC(=O)CS3)cc1,2.9,11,1,7.8,-14,-11,0,-12,13
CC(C)COc1cccc(C(=O)N2CCN(C(=O)c3ccco3)CC2)c1,-0.3,0.3,-16,0.7,-3,-3,-3,-15,x
CC(C)(C)S(=O)N1Cc2cc(C(=O)N3CCc4ccccc4C3)nc(-c3cccc(-c4cccnc4)c3)c2[C@@H]1CCO (stereo partly specified),x,x,21,1.8,3,x,26,x,x
C=CCn1cccc(/C=C/C(=O)c2ccc(C(C)(C)C)cc2)c1=S,-0.6,0.0,2,0.0,4,10,-24,12,-1
COc1ccc(-c2noc(CCC(=O)N3CCN(c4ccccc4Cl)CC3)n2)cc1,x,x,16,1.5,-8,x,1,-19,x
Cc1cc(S(=O)(=O)N2CCN(Cc3ccc4c(c3)OCO4)CC2)cc(C)c1N1CCCC1=O,4.9,5.1,-14,0.7,9,-8,-28,-5,6
CC(=O)Oc1ccc(-c2cccc(C(=O)NCCCO)c2)cc1,3.9,2.4,3,0.7,-9,1,2,3,-1
O=C(COC(=O)c1sc2cc(F)ccc2c1Cl)Nc1ncc(Cl)cc1Cl,1.4,0.1,-7,0.1,9,-3,-7,-9,-5
CCOC(=O)C1CCN(c2nc3c(C)cccn3c(=O)c2/C=C(\C#N)S(=O)(=O)c2ccccc2)CC1,-1.5,2.9,0,2.3,7,-16,32,-35,-14
CCCCOC(=O)C1=C(C)Nc2ncnn2C1c1cc(OC)ccc1OC (stereo unspecified),-1.5,-0.8,13,0.5,-14,-5,-2,-1,-3
CCOC(=O)C(Cc1c(F)cccc1Cl)c1ccno1 (stereo unspecified),-1.9,-1.6,0,0.1,-3,3,-28,-5,-7
COc1cc(-c2nnc(-c3ccco3)o2)ccc1OCc1ccccc1,-0.4,-0.6,-7,0.3,20,-2,21,-28,-5
COc1ccc(C(=O)N(C)CC(O)c2ccccc2)cc1OC1CCN(C(C)=O)CC1 (stereo unspecified),0.5,0.3,-17,0.4,2,-4,-9,-3,0
Cc1cc(N2CCN(C)CC2)nc2ccc(NC(=S)N3CCC4(CC3)OCCO4)cc12,0.0,0.4,-2,0.8,-5,-5,-6,-14,-10
Cc1csc2c(=O)sc(NC(=O)c3cccs3)nc12,1.1,0.1,18,0.9,-10,-8,2,0,-10
O=C(CN1CCc2cc3c(cc2C1)OCCCO3)Nc1c(F)cccc1F,4.5,6.4,-5,6.0,-9,-12,-41,-9,-15
CCC(C)(C(=O)NC1CCCCC1)N(C(=O)c1ccccn1)c1ccc(C)cc1 (stereo unspecified),-2.1,-1.4,12,2.6,-7,-15,-1,-17,-1
O=C(Nc1ccccc1)Oc1ccccc1N1CCOCC1,-0.8,-0.3,6,0.8,-2,-11,-8,-9,-15
O=C(Nc1ccc(N2CCOCC2)cc1)c1ccc(Cl)c(S(=O)(=O)N2CCCC2)c1,16,8.8,12,5.8,-12,-14,11,4,x
Cc1c(NC(=O)CN2C(=O)NC3(CCC(C)CC3)C2=O)c(=O)n(-c2ccccc2)n1C (stereo unspecified),-0.2,-0.2,12,7.8,-7,-1,-2,-4,2
COCc1ccc(C(=O)N2CCCC(C(=O)c3ccc(SC)cc3)C2)s1 (stereo unspecified),1.5,6.0,-12,2.5,-2,-12,-29,-1,-2
O=c1[nH]cnc2c1nnn2C1OC(CO)C(O)C1O (stereo unspecified),x,x,22,-0.2,-4,x,-26,x,x
COc1ccc2oc(=Nc3cccc(F)c3)c(C(N)=O)cc2c1,1.1,2.5,26,4.9,-11,-11,-2,-2,-10

# Retrieved by structure from the list above (2):
SMILES,OXTR ag,V1aR counter,CHO-K1 Ca PAM,M1 ag parental,CHO-K1 Ca antag,OXTR potentiator,TAAR1 antag,CHO parental Ca,GPR7 antagonist
C=CCn1cccc(/C=C/C(=O)c2ccc(C(C)(C)C)cc2)c1=S,-0.6,0.0,2,0.0,4,10,-24,12,-1
Nc1ncnc2c1ncn2[C@H]1CC[C@@H](CO)O1,1.2,0.5,2,-0.2,-19,1,-17,-8,x

# Following part
SMILES,OXTR ag,V1aR counter,CHO-K1 Ca PAM,M1 ag parental,CHO-K1 Ca antag,OXTR potentiator,TAAR1 antag,CHO parental Ca,GPR7 antagonist
CC(=O)N(c1ccccc1)c1nc(/C=C/C(=O)O)cs1,6.6,1.4,8,0.1,-10,-11,3,3,-3
CSCC(=O)N1CCC(n2nccc2NC(=O)CCCc2ccccc2)CC1,-0.7,-0.1,-30,-0.3,14,-8,2,-7,-5
CC(C)=CCC/C(C)=C/CNC(=O)CC1C[C@H](C(=O)N2CCOCC2)[C@@]2(C)c3[nH]c4ccccc4c3CCN2C1=O (stereo partly specified),-1.4,0.1,9,1.2,-2,-4,-13,-30,x
Cc1ccc2c(c1)nnn2C1CCN(CC(=O)NCCc2nc3ccccc3[nH]2)CC1,-0.9,0.2,14,0.2,-6,-2,0,-22,-16
Cc1c(C(=O)N2CCCC2)oc2c1-c1[nH]ncc1CC2,-1.6,-1.0,-11,-0.2,20,-8,-9,-2,-3
COc1ccc(Br)cc1C(=O)Nc1ccccc1N1CCCC1,-2.0,-0.4,8,1.2,-6,1,-68,-26,x
Cc1ccc(NC(=O)CC2C(=O)NCCN2C(=S)Nc2ccccc2)c(C)c1 (stereo unspecified),-0.3,-0.5,18,0.2,3,-4,-2,-6,-5
CCCN1C(=O)/C(=c2\s/c(=C3\C=Cc4ccccc4N3CC)c(=O)n2-c2ccccc2)SC1=S,0.1,0.4,x,x,x,6,x,5,-9
COCCNC(=S)N/N=C(\C)c1ccc2cc(OC)ccc2c1,-1.4,0.9,22,1.1,-10,-5,-6,-22,-10
CCCC[C@@H]1C[C@H]1[C@@H](NC(=O)c1ccco1)c1ccc(C(=O)OC)cc1,-1.9,-1.1,x,x,x,-4,-12,-18,x
Cc1[nH]c2ccccc2c1C(c1ccccn1)N1CCC(C)CC1 (stereo unspecified),-0.2,1.4,0,0.0,5,-8,4,-21,-14

# Source: PubChem BioAssay (The Scripps Research Institute Molecular Screening Center)
